# Source: PubChem
# DUSP3 inh = blocks human VHR1 dual specificity phosphatase | 290,000 tested, 0.52% active | inhibition, % at 13.3 µM | P51452 | AID 1654 | recombinant VHR phosphatase, pNPP absorbance; in the data active means inhibition above about 50%; further: some compounds called inactive have numbers as strong as hits
# Vc quorum ag = induces V. cholerae light production without autoinducers; V. cholerae BH1578 lux reporter, luminescence, 6 h; activation, % at 18.7 µM; 350,000 tested, 0.16% active; AID 588436; in the data active means activation mostly above about 9.7%, no sharp cut-off; inconclusive means no clear call, values can overlap the other calls; inactive means mostly below about 3.7%; further: not every result past the cut was called active; inactives centre near 0; reference of the scale not given here
# PriA SSB inh = blocks PriA binding to SSB C-terminal tail. AlphaScreen SSBct-PriA binding, biotinylated peptide. inhibition, % at 33 µM. 430,000 tested, 0.6% active. AID 1272365; in the data active means inhibition mostly above about 37%, no sharp cut-off; inactive means mostly below about 20%;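 further: plate controls were negative control peptide for no effect and reference peptide for full effect; strong numbers were not always called active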
# TcdB GH inh = blocks C. difficile toxin B glycohydrolase activity; P18177; TcdB glycohydrolase enzymatic assay, plate reader; inhibition, % at 9.99 µM; 350,000 tested, 0.24% active; AID 652162; in the data active means inhibition above about 10%
# Yp Topo-I inh = Y. pestis Topo-I inhibition via cleavage products; Y. pestis Topo-I cleavage product accumulation, plate reader; activity, % at 10 µM; 360,000 tested, 0.064% active; in the data active means activity above about 50%, passing the limit was not always enough; inconclusive means no clear call, values can overlap the other calls; further: inactives centre near 2
# CCHFV vOTU inh = blocks the CCHF virus ovarian tumor domain protease; CCHFV vOTU protease, Pep-AMC fluorescence; inhibition, % at 11.5 µM; 370,000 tested, 0.55% active; in the data active means inhibition above about 30%; further: 0% = vehicle wells with enzyme and 100% = no enzyme wells
# PfHsp40 yeast = restores yeast growth despite PfHsp40 toxicity; S. cerevisiae expressing PfHsp40, growth rescue, ATP luminescence; growth rescue, % at 12.5 µM; 340,000 tested, 0.68% active; AID 504582; in the data active means growth rescue above about 28%, passing the limit was not always enough; inconclusive means no clear call, values can overlap the other calls;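 further: yeast W303a lacking pdr1 and pdr3 grown in galactose medium; growth measured after three days at 30 °C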
# 3CLpro inhibitor = SARS-CoV 3CLpro protease inhibition | recombinant SARS-CoV 3CLpro, quenched FRET peptide cleavage | inhibition, % at 6 µM | 290,000 tested, 0.14% active | AID 1706; in the data active means inhibition above about 12%
# BoNT A protease = BoNT A light chain protease inhibition; 360,000 tested, 0.17% active; AID 588499; inhibition, % at 10 µM; multiplex microsphere protease substrate cleavage, flow cytometry; further: plate controls were buffer without enzyme for full effect and enzyme alone for no effect
# Anthrax LF prot = inhibitors of Bacillus anthracis lethal factor protease; multiplex microsphere protease cleavage assay, LF; inhibition, % at 10 µM; 360,000 tested, 0.12% active; further: plate controls were buffer without enzyme for full effect and enzyme alone for no effect
# Numbers without * were called inactive; i = inactive; ? = inconclusive; / = not tested or not shown. Unless noted, no stated cut-off is given here; in the data, active means inhibition above about 30%; inconclusive means no clear call, values can overlap the other calls; inactive means below that. A portion of the library (hit frequency here may not be typical).
SMILES,DUSP3 inh,Vc quorum ag,PriA SSB inh,TcdB GH inh,Yp Topo-I inh,CCHFV vOTU inh,PfHsp40 yeast,3CLpro inhibitor,BoNT A protease,Anthrax LF prot
CCOc1ccc(NC(=O)C2CCN(C(=O)NCc3ccccc3)CC2)cc1,36,-5.9,3,/,11,12,0.5,2,1.6,-2
CC(C(=O)N1CCC(C(N)=O)CC1)N(c1ccc(Oc2ccccc2)cc1)S(C)(=O)=O (stereo unspecified),16,-0.2,-14,/,6,-4,-0.5,0,1.0,0
CN(C(=O)COC(=O)c1ccccc1Nc1ccccc1)c1c(N)n(Cc2ccccc2)c(=O)[nH]c1=O,/,0.0,-5,3.1,19,5,-1.5,/,1.5,-1
CCN(CC)S(=O)(=O)c1cccc(C(=O)Nc2ccccc2C(=O)N2CCOCC2)c1,-15,/,-8,0.4,-7,-5,1.1,6,-1.5,-5
Cc1cc(NC(=O)COC(=O)[C@H](Cc2ccccc2)NC(=O)c2ccco2)no1,/,/,-4,0.3,11,0,7.3,/,-0.3,-6
CCN(CC)c1ccc(S(=O)(=O)N2CCOCC2)cc1NC(=O)CSc1ccccc1,/,i,-14,1.0,22,-3,0.5,/,-1.4,-8
O=C(N/N=C/c1ccc(O)cc1)c1ccncc1,/,-0.3,/,5.2,0,9,-1.9,2,1.2,12
CCCCC(=O)N1CCN(c2nc3ccc(Br)cc3s2)CC1,-17,-0.9,-10,1.6,9,5,-1.4,3,-1.5,0
O=C(CSc1nc(-c2ccccc2)cc(C(F)(F)F)n1)NCc1cccs1,5,-0.4,-8,/,8,9,1.6,4,-0.6,-2
CC(C)NS(=O)(=O)c1ccc(OCC(=O)N2CCN(Cc3ccccc3)CC2)c(Cl)c1,6,-0.4,12,/,26,7,0.7,2,0.0,1
CCC(c1nnnn1-c1ccc2c(c1)OCCO2)N1CCN(C(=O)C2CCCO2)CC1 (stereo unspecified),/,/,/,0.1,/,-5,/,/,-1.1,-4
Nc1ccc(N=Nc2ccccc2O)c(N)c1,/,-0.4,68*,0.3,-31,5,/,/,/,/
COc1ccc(CC(=O)NCc2ccccc2Cl)cc1S(=O)(=O)N1CCOCC1,/,i,-13,/,10,-1,0.8,0,0.2,1
Cc1sc2nc(CSCC(=O)N(C)CC(=O)Nc3ccc(F)cc3)[nH]c(=O)c2c1C,/,5.0,-4,-0.3,10,2,-0.1,/,3.7,2
Cc1sc(NC(=S)Nc2ccc(F)cc2)c(C(N)=O)c1C,11,-0.4,-6,6.5,7,11,3.4,6,-0.2,-6

# Compound profiles (already shown). Screens in order: DUSP3 inh	Vc quorum ag	PriA SSB inh	TcdB GH inh	Yp Topo-I inh	CCHFV vOTU inh	PfHsp40 yeast	3CLpro inhibitor	BoNT A protease	Anthrax LF prot
# CCOc1ccc(NC(=O)C2CCN(C(=O)NCc3ccccc3)CC2)cc1 in the list: 36	-5.9	3	/	11	12	0.5	2	1.6	-2
# Cc1sc2nc(CSCC(=O)N(C)CC(=O)Nc3ccc(F)cc3)[nH]c(=O)c2c1C in the list: /	5.0	-4	-0.3	10	2	-0.1	/	3.7	2
# CCN(CC)c1ccc(S(=O)(=O)N2CCOCC2)cc1NC(=O)CSc1ccccc1 in the list: /	i	-14	1.0	22	-3	0.5	/	-1.4	-8
# CN(C(=O)COC(=O)c1ccccc1Nc1ccccc1)c1c(N)n(Cc2ccccc2)c(=O)[nH]c1=O in the list: /	0.0	-5	3.1	19	5	-1.5	/	1.5	-1

# (cont.)
SMILES,DUSP3 inh,Vc quorum ag,PriA SSB inh,TcdB GH inh,Yp Topo-I inh,CCHFV vOTU inh,PfHsp40 yeast,3CLpro inhibitor,BoNT A protease,Anthrax LF prot
NC1=NCc2ccccc21,-4,i,-14,/,2,-9,0.6,-2,-0.5,-2
Nc1nc(Cl)cc(N2CCC(c3cc(-c4ccc(Cl)cc4)n[nH]3)CC2)n1,25,i,9,2.6,11,-2,5.3,-4,-0.5,-7
O=C(OCc1nnc(-c2ccccc2)o1)c1cc(S(=O)(=O)N2CCOCC2)ccc1F,/,i,-2,3.2,1,2,0.8,/,0.8,-3
COc1ccc(C(C(=O)NC2CCCC2)N(C(=O)c2ccco2)c2ccccc2OC)cc1 (stereo unspecified),24,-0.3,-6,2.2,13,12,-0.7,1,-3.5,-3
COCCNc1nc(NCc2ccccc2)nc2ccsc12,/,-1.3,/,1.9,8,20,/,/,0.4,0
CNS(=O)(=O)c1cc(OC)c(OC)cc1CC(=O)OC,24,i,-9,0.9,4,6,0.5,4,-2.1,-15
CNC(=O)C(=O)NCC(c1cccs1)S(=O)(=O)c1ccc(F)cc1 (stereo unspecified),18,-0.3,-4,0.9,-1,4,-0.6,-3,0.8,-1
N#Cc1cccc(S(=O)(=O)NCC(=O)NCc2ccc3c(c2)OCO3)c1,/,-1.2,-8,1.0,-1,-14,-0.4,/,-0.3,-1
CCc1nc(NCCC(C)C)c(C#N)c2c1CCCC2,6,-5.3,-4,/,12,0,-1.4,4,0.2,-4
COC(=O)[C@]12C(=O)C(C)=C(O)[C@@]1(C)C(C)=CC1[C@@]34CC[C@@H](OC(C)=O)C(C)(C)C3C(C[C@]12C)OC4=O (stereo partly specified),10,-0.4,-1,-0.2,3,-3,-0.8,/,-0.1,9
CC1CCCCC1NCC(=O)NCc1ccc(F)cc1 (stereo unspecified),44,i,1,0.9,10,8,-1.7,0,-0.4,-3
CCSc1nc(C)nc2c1oc1ccccc12,22,-0.8,-20,/,0,26,1.8,1,0.6,1
Cc1ccc(S(=O)(=O)N(C#N)c2nc(C)cc(C)n2)cc1,-6,-0.2,-15,/,-2,17,-0.7,5,0.8,-4
O=c1cnnc(Nc2ccc(Cl)c(C(F)(F)F)c2)[nH]1,-9,-0.8,1,1.4,5,-4,0.7,-4,-1.1,1
N#Cc1ccc(C(=O)Nc2nc(-c3cccs3)c(C(=O)C(F)(F)F)s2)cc1,0,-0.2,-6,-1.0,0,2,-1.2,-1,1.3,-1
CC1(C)CC(=O)C=C(NNC(=O)c2cccnc2)C1,-5,1.4,-4,-0.9,1,8,/,-8,-4.8,?
O=C(NNc1nc2c(F)cccc2s1)c1cc(=O)c2ccccc2o1,-2,-0.3,-22,-0.2,-4,6,0.2,0,0.0,8
Cc1ccc(S(=O)(=O)Nc2ccc3ccccc3c2)cc1,/,i,7,-8.4,-1,-3,-0.6,/,-0.3,-1
CN1CCN(S(=O)(=O)c2ccc(NC(=O)c3ccc(F)cc3)cc2)CC1,4,0.6,-14,/,-10,-3,-1.2,0,-0.8,1
COC(=O)c1ccc(-c2nc(O)c(C)s2)cc1,20,0.1,7,-0.4,-1,5,-1.4,2,0.0,0
O=C(c1ccncc1)N1CCN(S(=O)(=O)c2cccc(Cl)c2)CC1,/,-0.3,0,0.1,4,-12,-0.5,/,1.1,1
Nc1nc(Nc2ccccc2)nc2c1ncn2[C@@H]1O[C@H](CO)[C@@H](O)[C@H]1O,/,-0.2,-4,0.7,16,-4,24,/,-2.5,-11
CC(C)(C)c1csc(Sc2ncccc2[N+](=O)[O-])n1,-3,-0.6,27,0.4,-3,8,0.4,4,-2.1,-5
Cc1ccccc1Cn1c2ccccc2c2cn[nH]c(=O)c21,26,-0.6,14,/,25,-4,0.2,3,0.3,-2
Cc1noc(NS(=O)(=O)c2ccc(NC(=O)c3oc4ccc(Cl)cc4c3C)cc2)c1C,2,-0.5,13,2.5,17,35*,-1.3,12*,-0.9,8
COC(=O)c1ccc(C2CC(=O)NC3=C2C(=O)CCC3)cc1 (stereo unspecified),10,i,-18,/,-1,9,-0.2,1,0.6,0
N#C/C(=C\c1cccn1S(=O)(=O)c1cccc(C#N)c1)S(=O)(=O)c1ccc(F)cc1,/,i,/,2.1,13,9,/,/,-0.4,-3
O=C(CNC(=O)c1ccc(Br)o1)Nc1ccc(N2CCCCCC2)cc1,/,-1.2,35,2.6,20,-1,-0.6,/,1.3,0
O=C(O)CCC(=O)N1N=C(c2ccccc2)CC1c1ccc2nccnc2c1 (stereo unspecified),26,-0.2,-4,0.0,2,3,7.5,4,0.2,0
Cn1c(=O)[nH]c(=O)c2[nH]c(CN3CCN(C(=O)c4ccco4)CC3)nc21,-11,-0.4,-22,/,7,14,-0.9,-4,-1.6,?
COc1c2occc2c(OC)c2c(=O)cc(C(F)(F)C(F)(F)F)oc12,25,0.9,-11,0.9,6,13,1.3,2,-0.7,3
O=C(CN1C(=O)NC2(CCCCC2)C1=O)N1CCN(c2ncccn2)CC1,/,i,1,2.7,0,-4,-0.6,/,?,?
O=C(COC(=O)c1ccc(S(=O)(=O)N2CCc3ccccc3C2)cc1)NC1CCS(=O)(=O)C1 (stereo unspecified),-6,-0.3,-13,0.3,15,-7,-0.4,5,0.5,2
O=C(COC(=O)c1ccc(Br)cc1)NC(=O)NCc1ccccc1,/,-0.6,-5,-1.9,18,0,1.7,/,0.2,4
O=C(CSc1nc(-c2ccccc2)cc(C(F)(F)F)n1)NCc1ccco1,38,1.8,-1,-0.7,8,1,-0.2,0,-1.0,4
COc1ccc(CN2C(=NC(=O)C3CC3)SC3CS(=O)(=O)CC32)cc1OC (stereo unspecified),3,i,-10,0.4,-6,-9,-0.2,-9,1.8,-1
CC1CCN(CCOc2cc(Cl)ccc2Cl)CC1,25,i,-13,2.5,-9,6,-0.7,2,0.7,-4
Cc1ccccc1Nc1nc(N)nc(CSc2nncn2C)n1,22,-0.1,-5,-0.5,-10,5,-0.6,8,-1.2,-5
CCN1CCN(C(=O)c2[nH]c3ccc(OC)cc3c2C)CC1,11,-0.1,-5,0.5,-2,-8,/,2,-4.0,-14
COc1ccc2nc(SC(C)C(=O)NC3CCCC3)[nH]c2c1 (stereo unspecified),/,i,0,-0.7,1,10,0.3,/,-0.2,0
COc1ccc2c(c1)[C@H]1[C@H](CO2)[C@H](c2ccccc2)[C@]2(C)C(=O)Nc3ccccc3C(=O)N12,/,-0.6,11,-0.7,12,-6,4.0,/,-0.8,3
C=C(C)CNC(=S)N/N=C/c1ccc(N2CCOCC2)cc1,-7,-0.3,/,-12,7,-64,7.7,3,-0.7,-1
CCN(CC(=O)NCCN1CCOCC1)S(=O)(=O)c1ccc(F)cc1,3,-0.1,-12,2.5,-7,-4,-1.4,0,3.5,6
CN(C(=O)CCN1C(=O)/C(=C/c2ccccc2F)SC1=S)C1CCS(=O)(=O)C1 (stereo unspecified),18,-0.3,-9,-0.8,2,10,-1.3,4,-0.6,2
Brc1ccc2ncc(Br)cc2c1,-5,-0.5,-9,/,3,-13,-0.6,2,-0.3,0
CN(C)S(=O)(=O)c1cc(NC(=O)CNCc2ccc(F)cc2)ccc1Cl,-7,0.8,-6,-0.1,19,17,-0.4,3,1.6,-6
Cc1cccnc1NC(=O)C1CCN(S(=O)(=O)c2ccc3c(c2)CCC(=O)N3)CC1,40,-0.2,-4,-4.3,-4,4,0.0,1,1.4,6
CC(C)N1C(=O)C2(OCCCO2)c2cc(Br)ccc21,23,0.7,-16,1.7,-1,-7,0.4,7,-6.7,-6
CCC(C)Sc1nc2c(c(=O)[nH]1)C(c1cccs1)C1=C(CCCC1=O)N2 (stereo unspecified),-21,/,-4,0.5,2,-1,0.7,2,-0.5,-1
Nc1ncnc2nc(SCc3ccccc3)[nH]c12,-2,-1.0,-3,/,0,3,0.1,3,-0.6,-1
CC(=O)c1ccc(NC(=O)CCc2c(C)nn(-c3ccc(N4CCOCC4)nn3)c2C)cc1,18,-6.2,-9,-1.3,8,-1,0.5,-8,-0.1,-1
CCOP(=O)(OCC)c1cc(CC)ccc1O,21,-0.7,-13,1.3,-5,4,3.0,-5,0.5,1
CCOC(=O)c1c(C)c(C(=O)NCc2ccco2)c(C)n1CC,13,i,6,0.7,-8,1,0.9,0,1.1,-2
CCOc1cc2c(C)cc(=O)oc2cc1Cl,6,-7.1,-5,1.7,5,-7,-1.5,1,-0.5,0
